Cdc42 wt GTP = modulators of GTP binding to wildtype Cdc42, primary screen, biochemical, multiplex bead flow cytometry, Bodipy-GTP. Cell division control protein 42 homolog (Homo sapiens), P60953. GST-Cdc42 beads; actives lie on both sides. percent activity (GTP binding), % at 10 µM. 190,000 compounds, 0.2% hits. AID 761, 2007;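 active = percent activity GTP binding at least 20 points away from the 100% baseline, either down as inhibitor or up as activator; inconclusive = compound flagged as likely green fluorescent from well-wide comparison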;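 note: median bead fluorescence of bound Bodipy-FL-GTP at 100 nM; 0% = excess unlabeled GTP control and 100% = no compound control; below 100% means less GTP binding so inhibitor and above means activator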
Target sequence (P60953 whole entry, looked up): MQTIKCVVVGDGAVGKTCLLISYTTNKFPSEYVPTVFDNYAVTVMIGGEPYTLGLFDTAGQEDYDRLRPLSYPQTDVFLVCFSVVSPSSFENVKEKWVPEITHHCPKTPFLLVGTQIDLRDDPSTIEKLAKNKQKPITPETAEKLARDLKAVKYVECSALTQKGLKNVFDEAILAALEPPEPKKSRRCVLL
Rac1 act GTP bind = GTP binding modulators of activated mutant Rac1, primary screen, biochemical, bead-based flow cytometry, multiplex, fluorescent GTP. Ras-related C3 botulinum toxin substrate 1 (Homo sapiens), P63000. GST-Rac1 activated beads; actives lie on both sides; 100% means binding = to untreated wells. percent activity (GTP binding), % at 10 µM. 190,000 compounds, 0.11% hits. AID 764, 2007;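 active = GTP binding at least 20 percentage points away from the 100% baseline, in either direction, so actives lie on both sides; inconclusive = Compound likely fluorescent itself, or too few beads counted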
Avidin bead fluor = green autofluorescence of compounds with avidin beads – biophysical, 488/530 nm, flow cytometry, artefact control, profiling panel; fluorescence (KMESF) at 10 µM; compound fluorescence 488/530 nm; stronger effect = higher value; AID 1775, 2009; 220,000 compounds, 0.38% hits; in the data active = fluorescence above about 47; note: inactives centre near 10
Rab2 wt GTP = modulators of GTP binding to Rab2A wildtype, primary screen, biochemical, dog, bead-based flow cytometry, multiplex; Ras-related protein Rab-2A (Canis lupus familiaris), P61105; GST-Rab2 wt beads, Bodipy-GTP binding; GTP binding activity, % at 10 µM; 190,000 compounds, 0.19% hits;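 active = GTP binding activity at least 20 points away from 100%, either lowered or raised; inconclusive = signal likely due to the compound's own green fluorescence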;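 note: 0% = beads with excess unlabeled GTP and 100% = no-compound control corrected for plate trend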
Mcl-1 Bim block = inhibitors of Bim peptide binding to Mcl-1, primary screen, biochemical, bead-based flow cytometry, multiplex; Induced myeloid leukemia cell differentiation protein Mcl-1 (Homo sapiens), Q07820; AID 1009, 2008; 190,000 compounds, 0.1% hits; Bim peptide-Mcl-1 binding; inhibition, % at 10 µM; in the data active = inhibition above about 40%;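 note: 0% = no compound tracer wells and 100% = peptide blocker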
Target sequence (Q07820 whole entry, looked up): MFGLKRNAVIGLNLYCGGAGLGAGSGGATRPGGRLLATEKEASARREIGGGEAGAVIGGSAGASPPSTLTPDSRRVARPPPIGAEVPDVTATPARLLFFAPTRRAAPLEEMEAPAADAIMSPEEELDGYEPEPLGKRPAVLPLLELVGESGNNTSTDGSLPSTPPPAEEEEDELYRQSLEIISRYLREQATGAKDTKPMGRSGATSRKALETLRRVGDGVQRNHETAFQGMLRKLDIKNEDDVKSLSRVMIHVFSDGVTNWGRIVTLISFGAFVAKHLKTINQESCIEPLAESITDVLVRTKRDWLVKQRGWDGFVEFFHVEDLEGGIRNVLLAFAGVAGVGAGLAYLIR
Rab7 wt GTP bind = modulators of GTP binding to Rab7, primary screen, biochemical, wildtype, multiplex bead flow cytometry. 190,000 compounds, 0.055% hits. GST-Rab7 beads, fluorescent GTP binding; actives lie on both sides; untreated = 100%, excess cold GTP = 0%. GTP binding activity (percent of control), % at 10 µM. Rab7 GTPase wild type (dog), Bodipy-FL-GTP binding;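 active = fluorescent GTP binding to Rab7 beads changed by at least 20 points from the 100% baseline, either direction, mostly lower; inconclusive = compound itself probably fluorescent, or too few beads counted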;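 note: median green fluorescence of bound Bodipy-FL-GTP per Rab7 bead population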
Mcl1-Bid inh = Mcl-1/Bid binding inhibitors, primary screen, biochemical, TR-FRET, 1536-well; TR-FRET Mcl-1/Bid-Dy647 peptide binding; inhibition, % at 21.7 µM; 220,000 compounds, 0.97% hits; AID 1021, 2008;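 active = compounds that cut the binding signal by more than half at the single screening dose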;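 note: His-tagged Mcl-1 with europium anti-His antibody binding Bid BH3 peptide; 0% = Mcl-1 plus peptide wells and 100% = peptide-only wells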
Pf gamet viab = late stage P. falciparum gametocyte viability inhibitors, primary screen, ATP luminescence, HTS; P. falciparum stage V gametocytes, 24 h; AID 743093, 2013; inhibition, % at 10.9 µM; 150,000 compounds, 0.065% hits;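 active = inhibition above the mean plus 3 SD of compounds within the control limits, set per campaign, cut at about 38% in these data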;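 note: 0% = DMSO wells and 100% = medium only without gametocytes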
Mcl1-Noxa inh = Mcl-1/Noxa binding inhibitors, primary screen, biochemical, TR-FRET, 1536-well; TR-FRET Mcl-1/Noxa peptide binding, 2 h; 220,000 compounds, 1.5% hits; inhibition, % at 21.7 µM;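 active = compounds that cut the protein-peptide binding signal by more than 50% relative to plate controls in a single-dose test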;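 note: His-tagged Mcl-1 with rhodamine Noxa BH3 peptide and terbium anti-His antibody; 0% = Mcl-1 plus Noxa peptide wells and 100% = peptide-only wells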
Rac1 wt GTP bind = wildtype Rac1 GTP binding modulators, primary screen, biochemical, GST-Rac1 beads, flow cytometry, multiplex; fluorescent GTP binding; actives lie on both sides; 0 = cold GTP competed, 100 = untreated; Ras-related C3 botulinum toxin substrate 1 (Homo sapiens), P63000; 190,000 compounds, 0.27% hits; GTP binding activity (% of control), % at 10 µM; AID 757, 2007;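 active = GTP binding activity at least 20 points away from the 100% control level, either lower or higher; inconclusive = compound flagged as likely green fluorescent, judged across all proteins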
HRas wt GTP = modulators of GTP binding to HRas wildtype, primary screen, biochemical, bead-based flow cytometry, multiplex; GTPase HRas (Homo sapiens), P01112; GST-Ras wt beads, Bodipy-FL-GTP binding; actives lie on both sides; GTP binding activity, % at 10 µM; 190,000 compounds, 0.14% hits; AID 759, 2007;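 active = GTP binding activity at least 20% away from the 100% baseline, either lowered as inhibitor or raised as activator; inconclusive = flagged as likely green fluorescent, judged across all proteins in the well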;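 note: 0% = unlabeled GTP competition control and 100% = no-compound control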
Target sequence (P01112 whole entry, looked up): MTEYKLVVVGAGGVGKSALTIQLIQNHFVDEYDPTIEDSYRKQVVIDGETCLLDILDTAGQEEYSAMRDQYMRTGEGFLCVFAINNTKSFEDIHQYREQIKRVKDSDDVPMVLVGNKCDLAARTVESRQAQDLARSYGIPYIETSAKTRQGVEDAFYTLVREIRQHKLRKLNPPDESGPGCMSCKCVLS
An asterisk follows results filed as active; ? = inconclusive; . = no result given; & = joins results of further samples; ! = a repeat was not active.

A first look:
SMILES	Cdc42 wt GTP	Rac1 act GTP bind	Avidin bead fluor	Rab2 wt GTP	Mcl-1 Bim block	Rab7 wt GTP bind	Mcl1-Bid inh	Pf gamet viab	Mcl1-Noxa inh	Rac1 wt GTP bind	HRas wt GTP
O=C(c1ccc(C(F)(F)F)cc1)C1CCCN(Cc2ccc(CO)o2)C1 (configuration not stated)	95.0	95.0	1	97.0	-2.0	103.0	-20.7	12.0	-16.4	98.0	95.0
O=C(Cn1cc(C(=O)c2ccccc2F)c2ccccc21)NCc1ccco1	101.0	101.0	11	100.0	-4.0	100.0	-24.2	.	4.8	102.0	100.0

The listing (from the top)
SMILES	Cdc42 wt GTP	Rac1 act GTP bind	Avidin bead fluor	Rab2 wt GTP	Mcl-1 Bim block	Rab7 wt GTP bind	Mcl1-Bid inh	Pf gamet viab	Mcl1-Noxa inh	Rac1 wt GTP bind	HRas wt GTP
O=C(c1ccc(C(F)(F)F)cc1)C1CCCN(Cc2ccc(CO)o2)C1 (configuration not stated)	95.0	95.0	1	97.0	-2.0	103.0	-20.7	12.0	-16.4	98.0	95.0
O=C(Cn1cc(C(=O)c2ccccc2F)c2ccccc21)NCc1ccco1	101.0	101.0	11	100.0	-4.0	100.0	-24.2	.	4.8	102.0	100.0
COc1cc2nc(N3CCN(C(=O)c4ccco4)CC3)nc(N)c2cc1OC	101.0	100.0	10&5	99.0	3.0&-2.0	95.0	67.4*!	.	58.2*!	98.0	98.0
CC(C)N1CC=C(c2c[nH]c3ccccc23)CC1	103.0	102.0	22	103.0	0.0	105.0	-15.1	.	49.6	106.0	105.0
CCOC(=O)c1cncn1C(C)c1ccccc1 (configuration not stated)	99.0	98.0	12	98.0	-3.0	94.0	10.0	.	13.7	95.0	98.0
CCOC(=O)C1=C(N)OC(C)=C(C(=O)OCCOC)C12C(=O)Nc1ccccc12 (configuration not stated)	101.0	99.0	13	103.0	-5.0	103.0	-23.4	.	10.4	104.0	103.0
O=[N+]([O-])c1cc(S(=O)(=O)c2ccc(O)c([N+](=O)[O-])c2)ccc1O	99.0	96.0	13	96.0	0.0	95.0	-70.0	10.7	84.9*	96.0	95.0
CN(C)/C=C(\C=[N+](C)C)c1[nH]ncc1[N+](=O)[O-]	98.0	98.0	6	99.0	-2.0	102.0	-31.4	-5.9	7.7	102.0	99.0
O=C(C1CCCN(S(=O)(=O)c2cccc3nsnc23)C1)N1CCC2(CC1)OCCO2 (configuration not stated)	103.0	100.0	15	99.0	2.0	102.0	7.7	.	23.6	105.0	101.0
C=CCn1c(O)c(C(C)=Nc2ccc(N(CC)CC)cc2)c(=O)[nH]c1=O	99.0	96.0	8	96.0	2.0	95.0	-57.5	7.6	3.5	100.0	97.0
O=c1c2ccccc2[se]n1-c1ccccc1	103.0	98.0	8	100.0	0.0	95.0	-37.9	.	1.0	100.0	97.0
CC1CCC(NCC(O)c2ccccc2)CC1 (configuration not stated)	103.0	99.0	17	104.0	-2.0	102.0	-33.9	-6.6	-3.4	106.0	101.0
O=C1NC(=S)NC(=O)C12C(c1ccccc1)NC(=S)NC2c1ccccc1 (configuration not stated)	96.0	97.0	4	97.0	-4.0	94.0	1.7	.	11.6	96.0	96.0
O=C(NC1(C(F)(F)F)Oc2ccc(Cl)cc2O1)N1CCC2(CC1)OCCO2 (configuration not stated)	102.0	99.0	6	99.0	4.0	99.0	-53.2	17.3	-1.5	104.0	101.0
O=C1C2(c3ccccc3)CN3CN(C2)CC1(c1ccccc1)C3	105.0	100.0	8	103.0	0.0	102.0	-19.5	.	-1.7	104.0	103.0
CC1(C)CSC(Nc2ccc(F)c(Cl)c2)=N1	107.0	101.0	7	102.0	-3.0	106.0	-6.7	-11.8	15.6	106.0	103.0
O=C(c1ccccc1F)c1cn(Cc2ccccc2)c2ccccc12	106.0	100.0	8	103.0	-4.0	100.0	-9.6	.	5.1	104.0	105.0
C[C@H]1O[C@@H](O[C@H]2[C@@H](O)C[C@H](O[C@H]3[C@@H](O)C[C@H](O[C@H]4CC[C@@]5(C)[C@H](CC[C@@H]6[C@@H]5CC[C@]5(C)[C@@H](C7=CC(=O)OC7)CC[C@]65O)C4)O[C@@H]3C)O[C@@H]2C)C[C@H](O)[C@@H]1O	102.0	103.0	10	103.0	-1.0	99.0	1.8	.	15.0	102.0	100.0
CNCC(C)c1ccccc1 (configuration not stated)	91.0	94.0	5	96.0	3.0	98.0	-4.9	8.8	-8.7	92.0	95.0
CC(=O)N(C1=NCCCS1)c1ccccc1Cl	95.0	95.0	6	98.0	-2.0	101.0	-4.1	-25.6	-7.0	100.0	99.0
CC(=O)OC1(c2ccccc2)CCN(C)CC1(C)C (configuration not stated)	94.0	96.0	6	96.0	1.0	95.0	-0.1	10.2	9.7	94.0	95.0
c1ccc2cc(C3N4CCCN34)ccc2c1 (configuration not stated)	96.0	97.0	8	104.0	-1.0	108.0	-7.5	9.9	-6.7	100.0	99.0
CSc1ncc(/C=C2/C(=O)NC(=O)N(C3CCCCC3)C2=O)cn1	104.0	102.0	11	106.0	-1.0	103.0	-6.3	-3.6	31.0	102.0	105.0
O=C(CNC(=O)OCc1ccccc1)NCC(=O)Nc1ccc(Br)cc1C(=O)c1ccccc1	94.0	100.0	15	101.0	-4.0	98.0	-6.4	23.8	-12.7	100.0	101.0
COc1ccc(S(=O)(=O)NC(CC(=O)N2CCC3(CC2)OCCO3)c2ccco2)cc1 (configuration not stated)	95.0	95.0	9	97.0	0.0	97.0	-22.8	-2.4	11.5	98.0	99.0
O=[N+]([O-])c1ccc(N2CCCC2)c(F)c1Br	99.0	100.0	16	99.0	-7.0	97.0	-25.6	.	11.5	100.0	100.0
O=C(Nc1ccccc1)N1CC2CC(C1)c1cccc(=O)n1C2 (configuration not stated)	101.0	95.0	11	99.0	0.0	97.0	-3.2	.	-6.6	103.0	99.0
COc1cc2c(cc1OC)-c1c(OC)c(OC)c(OC)c3ccnc(c13)C2=O	98.0	95.0	11	98.0	0.0	101.0	-1.4	.	28.8	96.0	95.0
Cc1ccc(C(=O)NC2CC3CCC(C2)N3)cc1 (configuration not stated)	96.0	100.0	10	100.0	-2.0	102.0	-21.2	-11.1	12.6	103.0	100.0
CCCCCn1c(N)c(C(=O)NCc2cccs2)c2nc3ccccc3nc21	96.0	96.0	36	95.0	6.0	96.0	4.3	-4.5	35.0	93.0	95.0
N#CC1=C(N)Oc2cc(O)ccc2C1c1ccc2c(c1)OCO2 (configuration not stated)	95.0	95.0	12	96.0	-1.0	101.0	-31.4	9.6	20.8	97.0	97.0
CSC1=NP(=S)(SC)N2CCCC2=C1C#N (configuration not stated)	108.0	102.0	16	98.0	-1.0	99.0	-41.9	5.2	-7.9	108.0	104.0
O=C(c1csc2c1CCCCC2)N1CCC2(CC1)OCCO2	96.0	92.0	12	95.0	-1.0	97.0	-17.8	-5.7	11.4	95.0	99.0
CC(C)c1ccc(N2C(=O)NC(=O)/C(=C\C=C\c3ccco3)C2=O)cc1	90.0	86.0	9	94.0	1.0	100.0	-57.7	8.8	16.3	94.0	95.0
O=C(c1cccs1)c1cn(Cc2ccccc2Cl)c2ccccc12	95.0	94.0	8	94.0	2.0	95.0	-3.2	-1.8	0.8	94.0	98.0
Cc1ccc(N2C(=O)NC(=O)/C(=C\c3cccn3C(C)(C)C)C2=O)cc1	89.0	90.0	8	94.0	4.0	98.0	-9.2	-16.4	-2.9	88.0	90.0
Cc1cc(/C=C2\C(=O)NC(=O)N(Cc3ccccc3)C2=O)c(C)n1-c1ccc(Cl)c(C(=O)O)c1	92.0	92.0	1	89.0	0.0	92.0	-80.2	6.0	40.7	90.0	92.0
O=C(CCCn1c(=O)[nH]c2cc(Cl)ccc2c1=O)N1CCC2(CC1)OCCO2	101.0	99.0	7	97.0	-4.0	97.0	2.4	-8.8	6.3	111.0	100.0
Nc1ccccc1C(=O)OCc1ccc([N+](=O)[O-])cc1	94.0	95.0	19	96.0	0.0	101.0	-0.9	-16.3	4.0	100.0	98.0
CC(=NCCCN1CCCCC1)c1c(O)n(Cc2ccccc2)c(=O)[nH]c1=O	108.0	103.0	5	103.0	-4.0	104.0	-9.3	-11.4	12.7	108.0	103.0
CC12CN3CCN(C1)CC(C)(C3)C2=NO	103.0	102.0	18	102.0	-3.0	98.0	-79.0	.	-12.1	106.0	104.0
COc1cc(/C=C2\C(=O)NC(=O)N(c3ccccc3)C2=O)cc(OC)c1OC	104.0	101.0	9	102.0	-2.0	100.0	-29.0	.	-3.5	103.0	102.0
CN1CSC(=S)N(C)C1	?	?	23	?	-1.0	?	-25.9	3.7	-25.2	?	?
CC(C)(C)P(=O)(N1CCOCC1)N1CCOCC1	96.0	95.0	9	96.0	-1.0	100.0	-22.9	.	3.1	95.0	95.0
Cc1ccc(S(=O)(=O)NC(Cc2cnc[nH]2)C(=O)O)cc1 (configuration not stated)	96.0	97.0	14	98.0	2.0	101.0	-16.8	1.0	10.3	102.0	97.0
CCCCn1c(=O)c(C(=O)Nc2nnc(C(C)C)s2)c(O)c2ccccc21	92.0	92.0	9	95.0	0.0	96.0	-18.2	.	-14.2	96.0	95.0
CN1CCN(c2ncnc3nc[nH]c23)CC1	99.0	99.0	21	100.0	-2.0	109.0	-12.2	-5.1	13.9	102.0	102.0
CC(C)n1c(=O)c(C=Nc2cccc([N+](=O)[O-])c2)c(O)n(CCc2ccccc2)c1=O	102.0	96.0	14	98.0	-2.0	96.0	1.4	12.4	1.4	101.0	98.0
CCCCC/C(=N\O)c1c[nH]c2ccccc12	100.0	99.0	38	97.0	-4.0	98.0	-52.7	.	4.2	96.0	97.0
CCCNC(=O)c1c(N)n(Cc2ccco2)c2nc3ccccc3nc12	98.0	98.0	6	99.0	2.0	100.0	17.4	.	38.3	100.0	98.0

Only part of the results is shown. The share of hits here may be higher or lower than overall.
